From PubChem
Rac1 act GTP bind – GTP binding modulators of activated mutant Rac1, primary screen, biochemical, bead-based flow cytometry, multiplex, fluorescent GTP. GST-Rac1 activated beads; actives lie on both sides; 100% means binding = to untreated wells. AID 764, 2007. actives 0.11% (n = 190,000). Ras-related C3 botulinum toxin substrate 1 (Homo sapiens), P63000. percent activity (GTP binding), % at 10 µM;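 active = GTP binding at least 20 percentage points away from the 100% baseline, in either direction, so actives lie on both sides; inconclusive = Compound likely fluorescent itself, or too few beads counted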
HRas wt GTP bind – modulators of GTP binding to HRas wildtype, primary screen, biochemical, bead-based flow cytometry, multiplex; GTPase HRas (Homo sapiens), P01112; GST-Ras wt beads, Bodipy-FL-GTP binding; actives lie on both sides; GTP binding activity, % at 10 µM; actives 0.14% (n = 190,000); AID 759, 2007;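 active = GTP binding activity at least 20% away from the 100% baseline, either lowered as inhibitor or raised as activator; inconclusive = flagged as likely green fluorescent, judged across all proteins in the well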;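 note: 0% = unlabeled GTP competition control and 100% = no-compound control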
Target sequence (P01112 whole entry, looked up): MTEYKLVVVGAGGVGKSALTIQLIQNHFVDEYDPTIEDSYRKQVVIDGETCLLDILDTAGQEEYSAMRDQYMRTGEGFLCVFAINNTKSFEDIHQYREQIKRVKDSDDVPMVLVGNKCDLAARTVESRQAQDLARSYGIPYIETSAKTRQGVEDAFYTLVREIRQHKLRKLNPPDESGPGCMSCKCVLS
Rab7 wt modul – modulators of GTP binding to Rab7, primary screen, biochemical, wildtype, multiplex bead flow cytometry. actives 0.055% (n = 190,000). GST-Rab7 beads, fluorescent GTP binding; actives lie on both sides; untreated = 100%, excess cold GTP = 0%. Rab7 GTPase wild type (dog), Bodipy-FL-GTP binding. GTP binding activity (percent of control), % at 10 µM;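 active = fluorescent GTP binding to Rab7 beads changed by at least 20 points from the 100% baseline, either direction, mostly lower; inconclusive = compound itself probably fluorescent, or too few beads counted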;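 note: median green fluorescence of bound Bodipy-FL-GTP per Rab7 bead population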
ABCG2 inh – ABCG2 efflux pump inhibitors, primary screen, multiplex with ABCB1, IgMXP3 cells, flow cytometry. Broad substrate specificity ATP-binding cassette transporter ABCG2 (Homo sapiens), Q9UNQ0. JC-1 efflux. inhibition, % at 6.6 µM. actives 0.1% (n = 190,000);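 active = inhibition above 80%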;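 note: 0% = DMSO and 100% = nicardipine control wells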
Target sequence (Q9UNQ0 whole entry, looked up): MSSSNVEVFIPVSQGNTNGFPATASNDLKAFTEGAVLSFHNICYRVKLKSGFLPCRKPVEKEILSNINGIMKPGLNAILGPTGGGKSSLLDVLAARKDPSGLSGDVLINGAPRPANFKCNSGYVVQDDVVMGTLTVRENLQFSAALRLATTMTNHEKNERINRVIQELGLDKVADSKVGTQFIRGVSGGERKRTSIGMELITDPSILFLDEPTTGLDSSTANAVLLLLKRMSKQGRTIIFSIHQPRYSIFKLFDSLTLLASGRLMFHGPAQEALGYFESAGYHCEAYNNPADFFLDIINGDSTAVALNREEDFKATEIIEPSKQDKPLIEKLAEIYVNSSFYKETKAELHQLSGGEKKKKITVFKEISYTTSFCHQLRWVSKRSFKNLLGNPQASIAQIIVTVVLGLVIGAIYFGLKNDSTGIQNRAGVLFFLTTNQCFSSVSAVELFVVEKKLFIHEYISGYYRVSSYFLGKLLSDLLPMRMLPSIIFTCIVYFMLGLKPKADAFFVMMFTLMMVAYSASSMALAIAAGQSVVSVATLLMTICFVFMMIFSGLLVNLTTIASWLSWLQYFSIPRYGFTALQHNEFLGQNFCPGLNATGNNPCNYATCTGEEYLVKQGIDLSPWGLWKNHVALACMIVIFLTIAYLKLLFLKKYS
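material = IgMXP3 (ABCG2) plus far-red-tagged CCRF-Adr (ABCB1) cells | amount = 3 million cells/mL, equal mix of both lines | also added = JC-1 transporter substrate | dosing = one concentration, 6.6 µM final | schedule = 10 min at 25 °C | measured by = flow cytometric JC-1 green MFI at 530 nm | read-out basis = percent efflux inhibition, scaled nicardipine 100% to DMSO 0%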
Avidin bead fluor – green autofluorescence of compounds with avidin beads – biophysical, 488/530 nm, flow cytometry, artefact control, profiling panel; compound fluorescence 488/530 nm; stronger effect = higher value; actives 0.38% (n = 220,000); AID 1775, 2009; fluorescence (KMESF) at 10 µM; in the data active = fluorescence above about 47; note: inactives centre near 10
Pf gamet viab – late stage P. falciparum gametocyte viability inhibitors, primary screen, ATP luminescence, HTS; P. falciparum stage V gametocytes, 24 h; actives 0.065% (n = 150,000); inhibition, % at 10.9 µM;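 active = inhibition above the mean plus 3 SD of compounds within the control limits, set per campaign, cut at about 38% in these data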;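 note: 0% = DMSO wells and 100% = medium only without gametocytes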
Cdc42 wt – modulators of GTP binding to wildtype Cdc42, primary screen, biochemical, multiplex bead flow cytometry, Bodipy-GTP; percent activity (GTP binding), % at 10 µM; AID 761, 2007; actives 0.2% (n = 190,000); Cell division control protein 42 homolog (Homo sapiens), P60953; GST-Cdc42 beads; actives lie on both sides;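 active = percent activity GTP binding at least 20 points away from the 100% baseline, either down as inhibitor or up as activator; inconclusive = compound flagged as likely green fluorescent from well-wide comparison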;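 note: median bead fluorescence of bound Bodipy-FL-GTP at 100 nM; 0% = excess unlabeled GTP control and 100% = no compound control; below 100% means less GTP binding so inhibitor and above means activator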
ABCB1 block – ABCB1 efflux pump inhibitors, primary screen, cell-based, multiplex, flow cytometry, ABCG2 counter-screen; actives 0.067% (n = 190,000); inhibition, % at 6.6 µM; CCRF-Adr cells, JC-1 efflux; in the data active = inhibition above about 40%;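 note: 0% = vehicle and 100% = reference inhibitor; higher value means more JC-1 retained so stronger ABCB1 efflux block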
Rab2 wt GTP – modulators of GTP binding to Rab2A wildtype, primary screen, biochemical, dog, bead-based flow cytometry, multiplex; AID 760, 2007; GST-Rab2 wt beads, Bodipy-GTP binding; Ras-related protein Rab-2A (Canis lupus familiaris), P61105; actives 0.19% (n = 190,000); GTP binding activity, % at 10 µM;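 active = GTP binding activity at least 20 points away from 100%, either lowered or raised; inconclusive = signal likely due to the compound's own green fluorescence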;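 note: 0% = beads with excess unlabeled GTP and 100% = no-compound control corrected for plate trend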
GSH bead fluor – compound fluorescence on glutathione beads, profiling panel, artefact control, biophysical, 488/530 nm, flow cytometry; fluorescence (KMESF) at 10 µM; GSH beads flow cytometry, compound fluorescence 488/530 nm; stronger effect = higher value; actives 0.25% (n = 190,000); in the data active = fluorescence above about 89;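 note: glutathione beads carrying GST-tagged Bcl family fusion proteins plus one bare bead set; values are compound well signal with DMSO vehicle wells as background; inactives centre near 16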
Rac1 wt GTP bind – wildtype Rac1 GTP binding modulators, primary screen, biochemical, GST-Rac1 beads, flow cytometry, multiplex; fluorescent GTP binding; actives lie on both sides; 0 = cold GTP competed, 100 = untreated; GTP binding activity (% of control), % at 10 µM; actives 0.27% (n = 190,000); AID 757, 2007;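 active = GTP binding activity at least 20 points away from the 100% control level, either lower or higher; inconclusive = compound flagged as likely green fluorescent, judged across all proteins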
An asterisk follows results filed as active; u = inconclusive; x = not tested or not shown.

SMILES	Rac1 act GTP bind	HRas wt GTP bind	Rab7 wt modul	ABCG2 inh	Avidin bead fluor	Pf gamet viab	Cdc42 wt	ABCB1 block	Rab2 wt GTP	GSH bead fluor	Rac1 wt GTP bind
Cc1ccc(C(=O)NCCCn2ccnc2)cn1	92	94	97	1	7	x	96	0.3	95	58	95
COc1ccc(S(=O)(=O)N2CCN(CC(=O)Nc3ccc(F)c(F)c3)CC2)cc1	100	102	97	1	8	-2	103	0.4	101	23	100
C1CN(c2nc3nonc3n3nnnc23)CCO1	100	100	96	0	10	x	100	-0.1	103	21	98
CCCCCSc1nc(C)c(CC(=O)O)c(=O)[nH]1	102	104	103	16	33	-6	108	1.9	105	20	109
O=S(=O)(/C=C/c1ccccc1)NCc1ccccc1Cl	99	101	102	0	12	8	97	0.1	100	4	101
CCNc1nc(Oc2ccc(C(=O)OCC)cc2)nc(SC)n1	98	97	92	5	27	7	99	0.8	94	15	99
O=C(Nc1ccc(SC(F)(F)F)cc1)c1ccccn1	95	96	99	17	9	x	97	0.7	94	16	100
O=C(COC(=O)CNC(=O)c1ccc(Cl)cc1)Nc1ccc2c(c1)OCCO2	98	99	99	10	11	x	98	0.0	99	2	105
COc1ccc(CCNC(=O)Cn2nnc(-c3cccc(OC)c3OC)n2)cc1OC	96	99	97	30	16	x	99	0.3	101	38	100
C=CCn1c(-c2cccc3ccccc23)n[nH]c1=S	97	100	98	-1	11	-11	98	-0.5	101	20	95
COc1ccc(C(=O)N2CCN(C(=O)c3ccncc3)CC2)cc1	95	95	92	1	10	x	96	0.7	95	28	93
COc1ccc(NC(=O)CC2SC3=NCCN3C2=O)cc1 (stereo not given)	92	92	93	0	8	5	94	0.1	92	15	96
COC(=O)NNC(=O)c1ccc(Cl)cc1Cl	101	103	100	2	3	x	103	1.1	97	8	104
COc1ccc(CC(=O)Nc2cccc(C)n2)cc1OC	101	101	103	-4	1	5	98	-0.7	99	5	101
COc1ccccc1-c1c(C(F)(F)F)oc2cc(OCC(=O)Nc3cc(C)ccc3C)ccc2c1=O	95	94	93	23	10	x	97	2.2	93	11	101
CCCNc1nc2c(c(=O)n(C)c(=O)n2C)n1CCC(C)C	98	97	97	8	11	x	94	1.3	92	46	100
CCOC(=O)c1cnc2ccccc2c1Nc1cccc(C(=O)O)c1	91	98	102	3	34	-3	91	0.2	95	13	97
CC(=O)N1CCC(O)(c2cccc(C(F)(F)F)c2)CC1	100	104	105	1	10	x	103	0.5	103	24	101
O=C(Nc1ccc(F)cc1F)C1(c2cccs2)CCOCC1	97	100	103	1	9	15	98	0.2	99	15	101
O=C(Nc1cccc2ccccc12)N1CCOCC1	100	103	101	-5	19	-5	104	-5.6	101	28	103
CC1=C(C(=O)Nc2cc(C)ccn2)C(c2ccc(C)cc2)C2=C(CCCC2=O)N1 (stereo not given)	u	u	u	4	9	12	u	0.3	u	12	u
CCN1CCCC1CNCc1cccc(OC)c1OCc1ccccc1F (stereo not given)	97	97	97	0	21	-37	98	0.1	98	16	99
O=C(NCc1ccccc1)c1cccc(COc2ccc3c(c2)CCC3)c1	98	98	99	8	11	3	98	0.5	98	19	102
O=C(NC(=S)Nc1ccc(N2CCCCC2)cc1)c1ccc2c(c1)OCCO2	97	96	97	54	14	0	94	1.3	98	6	99
COc1ccc2c(c1[N+](=O)[O-])CCC/C2=N/OC(=O)c1ccccc1SC	99	101	102	4	7	2	101	0.9	102	19	98
Cc1ccccc1C(=O)NNC(=O)c1cc(N)cc([N+](=O)[O-])c1	99	100	99	1	1	-11	97	0.5	97	7	104
CC(C)n1nnnc1-c1ccc(Cl)cc1	99	102	98	0	9	3	101	0.4	105	12	105
Cc1cc(Nc2nnnn2-c2ccccc2)n(-c2ccc(Cl)cc2)n1	94	98	98	4	11	-11	97	0.6	95	25	94
Cc1cccc(-c2nnn3c2nc(NCCc2ccc(S(N)(=O)=O)cc2)c2ccccc23)c1	100	98	97	-8	17	2	98	-0.6	96	6	100
CCOC(=O)c1c(NC(=O)CN(C)C)sc(C(=O)N(CC)CC)c1C	101	104	100	6	11	x	104	1.3	105	18	102

Four structures from above, arranged by molecular weight, rising.
SMILES	Rac1 act GTP bind	HRas wt GTP bind	Rab7 wt modul	ABCG2 inh	Avidin bead fluor	Pf gamet viab	Cdc42 wt	ABCB1 block	Rab2 wt GTP	GSH bead fluor	Rac1 wt GTP bind
Cc1ccc(C(=O)NCCCn2ccnc2)cn1	92	94	97	1	7	x	96	0.3	95	58	95
O=C(Nc1cccc2ccccc12)N1CCOCC1	100	103	101	-5	19	-5	104	-5.6	101	28	103
C=CCn1c(-c2cccc3ccccc23)n[nH]c1=S	97	100	98	-1	11	-11	98	-0.5	101	20	95
COc1ccc2c(c1[N+](=O)[O-])CCC/C2=N/OC(=O)c1ccccc1SC	99	101	102	4	7	2	101	0.9	102	19	98

Next part:
SMILES	Rac1 act GTP bind	HRas wt GTP bind	Rab7 wt modul	ABCG2 inh	Avidin bead fluor	Pf gamet viab	Cdc42 wt	ABCB1 block	Rab2 wt GTP	GSH bead fluor	Rac1 wt GTP bind
C=CCNC(=S)N/N=C/c1ccc(-c2cccc([N+](=O)[O-])c2)o1	93	95	101	1	6	-17	99	0.1	99	23	91
Cc1ccc(Cl)c(NC(=O)CN2CCN(C=O)CC2)c1	100	100	100	0	25	x	98	0.5	100	13	101
O=C(CCCn1c(=O)[nH]c2ccsc2c1=O)NCc1cccs1	94	93	94	0	24	x	92	-0.2	94	21	93
Cc1nc(N2CCN(C(=O)c3ccco3)CC2)c2c3c(sc2n1)CC(C)CC3 (stereo not given)	93	94	97	9	10	-8	99	2.6	99	23	96
CC(=O)N(CC(=O)O)c1ccccc1	101	99	102	8	1	-6	105	1.5	100	7	103
Cc1ccc(S(=O)(=O)N2CCN(C(=O)COC(=O)c3cc(C)oc3C)CC2)cc1	99	100	103	0	6	34	98	-1.1	99	39	102
CCc1cccc(Nc2cnn(C34C[C@@H]5C[C@@H](CC(CC(=O)O)(C5)C3)C4)c(=O)c2Cl)c1	94	96	95	2	8	x	100	0.7	101	74	98
CC(=O)c1cccc(NC(=O)CO/N=C2/CCCc3nonc32)c1	96	98	97	3	22	19	95	1.0	95	12	98
O=C1CC(c2ccco2)CC(O)=C1C=NCCO (stereo not given)	98	97	99	-18	8	-22	97	-1.0	96	32	99
Cc1ccc(-n2cc(CNCCCn3ccnc3C)c(-c3ccc(F)cc3)n2)cc1	96	99	101	10	12	-6	100	2.2	97	17	101
CCN1C(=O)/C(=C\N2CCN(c3ccccc3)CC2)SC1=S	99	98	101	34	15	x	98	-0.2	99	36	106
OCCCn1c(-c2ccccc2)nc(=S)c2c1CCCC2	98	98	98	-4	16	19	102	-0.1	97	28	100
Cc1ccc(C)c(/C(O)=C2\C(=O)C(=O)N(CCCn3ccnc3)C2c2cccnc2)c1 (stereo not given)	97	99	99	2	6	x	102	0.0	98	16	104
COc1ccccc1NC(=O)N1CCN(c2cc(-c3ccccc3)nc3ncnn23)CC1	96	95	99	3	31	x	95	0.8	94	14	99
COc1ccc(CNC(=O)c2cc3c(C)nc4ccccc4c3o2)c(OC)c1	u	u	u	1	6	x	u	0.5	u	21	u
COc1cc(NC(=O)c2cc(Cl)nnc2Cl)cc(OC)c1OC	94	99	106	20	10	6	96	0.5	99	14	104
COC(=O)N/N=C/c1ccc(-c2cccc(Cl)c2)o1	100	97	96	41	16	0	100	0.1	98	10	101
Cc1c(C(=O)NC(C)CCc2ccccc2)cccc1[N+](=O)[O-] (stereo not given)	98	99	98	3	19	-10	100	0.4	97	7	100
COc1ccc(NC(=O)Cc2coc3cc(C)c(C(C)C)cc23)cc1S(=O)(=O)N1CCOCC1	98	98	98	2	18	14	102	-0.1	98	10	102
O=C(NCc1ccccn1)c1cn(CCc2ccccc2)nn1	101	103	101	0	23	-17	105	0.0	102	13	106

Next section:
SMILES	Rac1 act GTP bind	HRas wt GTP bind	Rab7 wt modul	ABCG2 inh	Avidin bead fluor	Pf gamet viab	Cdc42 wt	ABCB1 block	Rab2 wt GTP	GSH bead fluor	Rac1 wt GTP bind
CCCN1Cc2cccc(C(N)=O)c2C1=O	99	99	100	2	15	-5	100	0.2	100	8	99
COc1ccccc1C(=O)NNC(=O)c1cccc(Cl)c1	97	100	102	4	13	-5	99	0.4	98	14	101
CSc1nc2sc3c(c2c(=O)[nH]1)CCc1ccccc1-3	101	102	100	4	6	-7	104	-0.1	102	9	102
S=c1[nH]nc(-c2ccco2)n1/N=C/c1ccc(Cl)cc1Cl	93	99	99	-3	7	x	98	-0.6	96	8	97
O=C(NCc1ccc(C(F)(F)F)cc1)C1CC(c2c(Cl)cccc2Cl)=NO1 (stereo not given)	100	98	95	1	29	-1	101	0.1	96	24	101

Outcome played no part in choosing rows; about 1.1% have a hit in one of these screens.
